# HT1080 IDH1KD tx: kills HT-1080 cells with IDH1 knockdown; 360,000 compounds, 2% hits; Potency, µM (highest dose often 46.1 µM), inactives show at the highest dose activity, negative = toxicity, actives largely listed as cytotoxic; HT-1080 IDH1 knockdown viability, ATP luminescence, 48 h;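 note: 0% = DMSO wells and -100% = cell-free medium wells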
#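 Cytotoxicity counter-line: IDH1KD HT-1080, 48 h, CellTiter-Glo. Curves classed by r2, magnitude and activity.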
# GLP1R inv ag: inverse agonists of human GLP-1 receptor; 410,000 compounds, 1.6% hits; AID 624417; HEK293 GLP-1R CRE-luciferase, luminescence, 24 h; GLP-1R form is constitutively active; Potency, µM (series often up to 38.3 µM), inactives show at the highest dose activity change, negative = inhibition, most hits filed as inhibitors; note: % is set by controls: 0 for no effect and ±100 for the full control effect; nearly all actives have a fitted effect of over 55% in size
# Target sequence (P43220 whole entry, looked up): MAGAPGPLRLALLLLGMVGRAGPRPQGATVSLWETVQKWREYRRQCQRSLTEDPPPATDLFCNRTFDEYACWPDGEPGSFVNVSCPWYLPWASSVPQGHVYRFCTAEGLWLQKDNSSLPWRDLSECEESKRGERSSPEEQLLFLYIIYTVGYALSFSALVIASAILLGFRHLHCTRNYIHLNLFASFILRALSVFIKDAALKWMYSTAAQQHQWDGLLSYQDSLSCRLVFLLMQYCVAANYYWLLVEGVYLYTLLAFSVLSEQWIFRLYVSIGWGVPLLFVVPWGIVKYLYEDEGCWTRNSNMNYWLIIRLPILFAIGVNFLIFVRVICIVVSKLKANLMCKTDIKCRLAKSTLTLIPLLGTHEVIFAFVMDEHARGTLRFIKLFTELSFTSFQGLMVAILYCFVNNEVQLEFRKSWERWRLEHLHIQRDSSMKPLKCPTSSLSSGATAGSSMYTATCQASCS
#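 Inverse agonism was detected as reduced cAMP-driven luciferase luminescence after 24 h compound treatment. The cells were HEK293 clones expressing constitutively active human GLP-1R with the reporter. Reporter-only and GPR119 cell lines served as counterscreen controls.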
# KB-V1 cytotox: kills drug-selected multidrug resistant KB-V1 cells | KB-V1 MDR cells viability, CellTiter-Glo, 72 h | Potency, µM (doses to about 46.1 µM), without a hit: at the top dose activity change, negative = cytotoxicity, hits mostly cytotoxic | 400,000 compounds, 3.4% hits | AID 1347076; note: % is set by controls: 0 for no effect and ±100 for the full control effect; nearly all actives have a fitted effect of over 60% in size
#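 KB-V1 MDR subline cells in DMEM (phenol-red free, 10% FBS) exposed to compounds in qHTS concentration series for 72 h at 37 degrees C. Viability read by CellTiter-Glo luminescence; concentration-effect curves fitted after normalization and correction.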
# GLP1R ag: activates the human GLP-1 receptor. 380,000 compounds, 0.007% hits. P43220. Potency, µM (titrated, usually from 45.6 µM), inactives show top-dose activation, actives largely listed as activators. AID 624172. HEK293 GLP-1R CRE-luciferase, luminescence, 4-6 h; cells express a hypersensitive GLP-1R form; note: % of control where 0% means no effect
# TDP43 rescue: inhibitors of TDP-43 toxicity in yeast. TDP-43 expressing yeast growth rescue, BacTiter-Glo, 24 h. Potency, µM (doses to about 46.1 µM), inactives show top-dose growth rescue (activation), most hits filed as activators. 410,000 compounds, 1.8% hits. AID 652104; note: % of control where 0% means no effect; nearly all actives have a fitted effect of over 50% in size
#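 Galactose-induced TDP-43 yeast, OD600=0.02, compound pinned; 24 hr, 30 deg C; BacTiter-Glo luminescence for growth. Inhibitors of TDP-43 toxicity read as activators.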
# KB-3-1 cytotox: KB-3-1 parental cell cytotoxicity | KB-3-1 viability, CellTiter-Glo ATP luminescence, 72 h | Potency, µM (highest dose often 46.1 µM), without a hit: at the highest dose activity change, negative = cytotoxic, actives largely listed as cytotoxic | 400,000 compounds, 1.4% hits; note: % is set by controls: 0 for no effect and ±100 for the full control effect; nearly all actives have a fitted effect of over 60% in size
#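 Cytotoxicity measured as CellTiter-Glo luminescence after 72 h at 37 C. Compound titrations were pinned onto drug-naive KB-3-1 parental adenocarcinoma cells grown in DMEM with 10% FBS, and normalized data fitted to concentration-response curves.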
# HT1080NT lethal: kills 2HG-producing HT-1080-NT fibrosarcoma cells; HT-1080-NT fibrosarcoma viability, CellTiter-Glo ATP luminescence, 48 h; Potency, µM (titrated, usually from 46.1 µM), without a hit: at the top dose activity, negative = less viability, hits mostly cytotoxic; 360,000 compounds, 1.6% hits; AID 686970;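 note: NT is the 2HG producing partner of a matched IDH1 knockdown line; 0% = DMSO-treated cells and -100% = media-only wells without cells; nearly all actives have a fitted effect of over 55% in size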
#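 HT-1080-NT; 750 cells/well; 5% FBS RPMI; 48 h compound, 37 degrees C; CellTiter-Glo luminescence; curve fitting and curve-class assignment.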
# HEK293 tox: cytotoxicity counter-screen for GLP-1 receptor inverse agonists; HEK293 cAMP-luciferase reporter cells, luminescence, 24 h; Potency, µM (top dose mostly 38.3 µM), for the others: top-dose activity change, negative = inhibition, hits mostly inhibitors; 410,000 compounds, 0.13% hits; AID 624418;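 note: loss of luciferase light is scored as toxicity; % is set by controls: 0 for no effect and ±100 for the full control effect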
#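 Step one: seed cells (200 cells/uL, DMEM with 10% Nu serum, 1% pen-strep). Step two: 12-hour incubation at 37 deg C. Step three: pin 23 nL compound, incubate 24 hr. Step four: add luciferase reagent, read luminescence 12 min later.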
# SW480 rereplic: DNA re-replication induction in SW480 cells; SW480 DNA re-replication, Hoechst DNA content imaging, 48 h; Potency, µM (series often up to 46.1 µM), without a hit: top-dose re-replication activation, actives largely listed as activators; 340,000 compounds, 1.8% hits; AID 624297; note: % of control where 0% means no effect; nearly all actives have a fitted effect of over 55% in size
#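 Hoechst fluorescence of nuclei (405 nm excitation, 500-530 nm emission) measured by plate-scanning imager after 48 hr compound exposure at 37 C; re-replication scored as increased number of nuclei with elevated intensity.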
# Active calls of the source: *; ? = inconclusive; . = no result given; [ ] = remark or other dose. Calls come from the whole dose curve; as a rule, active = well fitted curve in the direction sought with a large enough effect; inconclusive = small, poorly fitted or top-dose-only effect, or another doubt; inactive = no such curve, though single readings can be large; an effect the other way counts as inactive or inconclusive. Potency is the fitted concentration of half-maximal effect. An unsorted share of the library (roughly 9.4% active in at least one column).
SMILES,HT1080 IDH1KD tx,GLP1R inv ag,KB-V1 cytotox,GLP1R ag,TDP43 rescue,KB-3-1 cytotox,HT1080NT lethal,HEK293 tox,SW480 rereplic
CC1=C(C(=O)Nc2cccc(C(=O)NC(C)C)c2)SCCO1,8.5%,2.3%,0.0%,15.5%,1.7%,6.4%,-7.2%,-8.3%,14.5%
COC(=O)C1CCN(C(=O)c2ccc(NC(C)=O)cc2)CC1,0.4%,0.0%,6.0%,-5.9%,16.5%,-1.7%,0.4%,-11.2%,1.3%
COc1ccc(CNC(=O)C(=O)NCC(c2cccs2)S(=O)(=O)c2ccc(C)cc2)cc1 (stereo not given),.,11.9%,0.1%,.,14.1%,2.9%,.,-12.1%,.
O=C1CCC(C(=O)N2CCCCCC2)CN1CCc1ccc(Cl)cc1 (stereo not given),-1.2%,8.7%,-20.8%,5.6%,16.3%,10.4%,-0.2%,4.2%,-8.1%
Oc1ccc(/C=N/N(Cc2ccccc2)c2ccccc2)c(O)c1O,-27.5%,-11.6%,3.3%,4.5%,?,-4.2%,-26.5%,-6.4%,?
Cc1cccc(C(=O)NCC(=O)N2CCN(S(=O)(=O)c3cc(C)ccc3C)CC2)c1,-1.9%,?,?,5.8%,-1.9%,4.6%,-7.3%,-26.8%,0.8%
CC(=Nc1ccc(C)cc1C)c1sc2ccccc2c1O,-9.3%,?,-14.9%,-10.2%,-5.3%,?,0.1%,59.4%[activator],26.9%
CC1(C)CC(=O)C2=C(C1)N(Cc1ccco1)C(=O)NC2(C(F)(F)F)C(F)(F)F,3.2%[9.24 µM],7.7%,-6.1%,-0.6%,-25.9%,-5.8%,-19.4%,26.1%,17.1%
CCc1nnc(NC(=O)CSc2nnc(-c3cccnc3)n2CC)s1,15.2%,0.2%,12.9%,2.3%,-5.3%,3.6%,-3.4%,1.0%,-1.9%
CC(=O)Nc1ccc(S(=O)(=O)N[C@@H](C)C(=O)OCC(=O)c2ccc[nH]2)cc1,-2.2%,9.3%,11.6%,-8.6%,4.6%,10.2%,-11.8%,-1.9%,-6.0%
Cc1nnnn1/C(=C\c1ccccc1)C(=O)OCC(=O)Nc1cccc(S(=O)(=O)N(C)C)c1,?,?,21.3%,-6.1%,2.6%,?,?,?,?
O=C(OCC(=O)N1CCc2ccccc21)c1ccc([N+](=O)[O-])o1,0.0%,1.1%,-10.7%,-4.3%,?,-0.9%,-1.1%,3.2%,-7.2%
CCSc1nsc(NC(=O)Nc2ccccc2OC)n1,-0.6%,11.2µM*,-24.0%,-13.2%,?,-15.0%,-0.5%,2.4%,-77.4%[inhibitor]
COc1ccc(CN(Cc2ccco2)c2cnc(S(C)(=O)=O)nc2C(=O)Nc2ccc(C)cc2C)cc1,.,9.3%,2.6%,.,10.3%,0.8%,.,-3.4%,.
CC(C)n1nc(C(=O)Nc2ccccc2N2CCOCC2)c2ccccc2c1=O,-0.4%,26.8%,3.66µM*,0.4%,5.2%,-24.5%,-2.1%,55.8%[activator],-6.4%
Oc1ccc(-c2nc3c4c(ncn3n2)-c2ccccc2CC42CCCC2)cc1,17.2%,0.2%,?,11.1%,?,3.4%,11.5%,5.2%,1.4%
Cc1cc(C(=O)Nc2nc3c(C)cccc3s2)c(C)o1,-17.6%,3.1%,7.9%,0.0%,-3.8%,-1.4%,-4.6%,-7.5%,0.5%
CCOC(=O)N1CCN(C(=O)C2CCN(C(=O)c3cc(OC)cc(OC)c3)CC2)CC1,3.1%,2.1%,7.2%,-1.1%,-2.3%,13.6%,8.3%,-5.8%,-14.4%
COc1ccc(-n2nc3c(c2NC(=O)CBr)CSC3)cc1,11.2%,-2.8%,0.0%,-0.4%,-14.1%,-6.7%,3.3%,-10.8%,2.1%
c1ccc(OCCCN2CCCC2)cc1,10.1%,-0.9%,22.6%,-4.7%,5.7%,4.5%,7.6%,2.1%,0.3%
CN(C)CCNC(=O)/C(=N\O)c1ccccn1,-0.1%,2.5%,-0.1%,-3.4%,21.7%,5.2%,-1.1%,5.8%,-5.2%
OCC1(CCCc2ccccc2)CCN(C2CCSCC2)CC1,-2.6%,?,-29.5%,-0.1%,-20.9%,-12.2%,-3.2%,-1.3%,-2.8%
CSCCC(N=C1NS(=O)(=O)c2ccccc21)C(=O)NCCc1ccccc1 (stereo not given),2.0%,16.8%,-14.2%,-6.7%,21.2%,0.0%,5.3%,-5.0%,-1.5%
C(=C\c1ccccc1)/CN1CCN(C(c2ccccc2)c2nnnn2C2CCCCC2)CC1 (stereo not given),7.3%,21.2%,?,-0.7%,19.1%,0.1%,20.8%,2.7%,.
O=[N+]([O-])c1cccc(-c2ccc(/C=N/NC(=S)NCc3ccco3)o2)c1,?,-10.9%,?,9.1%,6.2%,-21.0%,?,?,-1.7%
SMILES,HT1080 IDH1KD tx,GLP1R inv ag,KB-V1 cytotox,GLP1R ag,TDP43 rescue,KB-3-1 cytotox,HT1080NT lethal,HEK293 tox,SW480 rereplic
O=C(Nc1ccc2c3c(cccc13)CC2)c1cccc([N+](=O)[O-])c1,21.3%,-29.5%,14.4%,-0.5%,-2.2%,5.2%,15.4%,-19.5%,-2.0%
COc1ccc(Cc2noc(CN(C)Cc3cccc(-n4cccn4)c3)n2)cc1OC,-6.3%,10.9%,?,17.8%,0.1%,-0.8%,-16.8%,-4.6%,2.5%
O=C(Nc1ccc(Cl)c(S(=O)(=O)N2CCOCC2)c1)c1cc(-c2ccccn2)nc2ccccc12,-4.2%,?,-12.0%,12.5%,.,9.2%,?,-13.0%,10.7%[1.84 µM]
CC(=O)NCCc1nc2ccccc2n1Cc1cc(C)ccc1C,2.7%,-18.5%,-5.1%,7.1%,-4.1%,18.9%,-23.1%,5.2%,-70.9%
CC1(C)CC(=O)C(Sc2ccccc2C(=O)O)=C(O)C1,2.2%,1.1%,28.9%,-0.9%,-8.5%,-4.3%,18.8%,-1.0%,-1.9%
COC(=O)c1ccccc1S(=O)(=O)N1CCC(C(=O)OCc2cccc(OC)c2OC)CC1,6.6%,15.3%,6.0%,13.0%,19.7%,-8.0%,7.3%,-6.2%,-2.9%
O=C(N[C@H](CO)Cc1ccccc1)c1ccco1,0.3%,17.1%,-1.2%,0.6%,-1.0%,7.7%,5.2%,?,-53.8%[inhibitor]
CCOC(=O)c1ccc(-c2ccc(CO)o2)cc1,-3.5%,1.2%,-9.6%,2.1%,23.4%,8.5%,-1.1%,6.2%,0.9%
Cc1ccc(-n2ncc(C(=O)NCCN3CCc4ccccc4C3)c2C2CCN(C(=O)OC(C)(C)C)CC2)cc1C,.,?,13.8%,.,-3.8%,-0.5%,.,8.1%,.
CCOc1ccc2c(c1)-c1c(ssc1=S)C(C)(C)N2C,-22.6%,?,?,0.2%,2.3%,?,-0.6%,-23.4%,0.1%
O=C(O)CCC(=O)Nc1sc2c(c1C(=O)Nc1cccc3ccccc13)CCCCC2,2.3%,2.5%,-12.9%,-1.5%,4.9%,-8.0%,2.1%,18.9%,-74.6%[inhibitor]
CCCn1c(N)c(C(=O)CSc2nnc(C3CC3)n2-c2ccccc2)c(=O)[nH]c1=O,1.3%,9.7%,?,1.7%,7.9%,5.6%,3.7%,-3.4%,-9.6%
Cc1cccc(C)c1Nc1nnc(SCc2nc3ccccc3c(=O)[nH]2)s1,?,6.3%,0.0%,0.6%,-19.8%,-9.2%,?,-15.4%,?
Cc1ccc(S(=O)(=O)N2CCN(C(=O)C3CSC4(C)CCC(=O)N34)CC2)cc1C (stereo not given),3.9%,2.2%,-18.7%,-7.3%,-0.8%,0.7%,-0.6%,10.0%,-5.1%
Nc1ccc2ccccc2c1[N+](=O)[O-],-18.2%,4.2%,?,5.4%,?,-4.3%,-15.7%,-9.5%,4.3%
O=S(=O)(Nc1ccc(F)cc1)c1cccc2nsnc12,0.7%,-9.5%,-0.9%,-0.8%,8.1%,-3.3%,-0.3%,1.7%,-7.9%[9.22 µM]
COc1ccc(C(=O)c2c3ccc([N+](=O)[O-])cc3[n+]([O-])n2CCCC(N)=O)cc1,-1.3%,-4.8%,?,17.9%,-18.8%,?,-30.0%,-0.1%,?
COc1ccc(-c2cc(C(F)(F)F)c3c(=O)n(-c4ccccc4)[nH]c3n2)cc1,3.8%,36.8%[activator],-5.3%,4.7%,8.91µM*,-11.9%,3.8%,5.3%,-13.0%
CC(=O)c1ccc(CCCC(=O)O)cc1,-0.6%,24.4%,-0.8%,8.2%,0.0%,-2.3%,-17.1%,15.5%,1.4%
CC1C(=O)NN=C1C(=O)N/N=C/c1ccco1 (stereo not given),17.7%,41.8%[activator],-3.2%,-0.8%,-15.3%,-5.1%,-3.7%,6.5%,-3.0%
Cc1ccc(S(=O)(=O)N2CCCCC2)cc1NC(=O)c1cc(=O)[nH]c2ccccc12,1.9%,-22.9%,14.1%,12.7%,0.2%,-0.7%,1.7%,-7.7%,-1.9%
CC(C)(C)OC(=O)N1CC2Cc3[nH]c(=O)ccc3C(C2)C1 (stereo not given),12.1%,-2.9%,-31.4%,-7.1%,0.5%,-11.3%,15.6%,15.4%,-2.1%

# Whole records, looked up by structure. Values in the order: HT1080 IDH1KD tx | GLP1R inv ag | KB-V1 cytotox | GLP1R ag | TDP43 rescue | KB-3-1 cytotox | HT1080NT lethal | HEK293 tox | SW480 rereplic
# CC1(C)CC(=O)C(Sc2ccccc2C(=O)O)=C(O)C1 in the list: 2.2% | 1.1% | 28.9% | -0.9% | -8.5% | -4.3% | 18.8% | -1.0% | -1.9%
# O=C(Nc1ccc2c3c(cccc13)CC2)c1cccc([N+](=O)[O-])c1 in the list: 21.3% | -29.5% | 14.4% | -0.5% | -2.2% | 5.2% | 15.4% | -19.5% | -2.0%
# Cc1ccc(-n2ncc(C(=O)NCCN3CCc4ccccc4C3)c2C2CCN(C(=O)OC(C)(C)C)CC2)cc1C in the list: . | ? | 13.8% | . | -3.8% | -0.5% | . | 8.1% | .

# From PubChem
